G9a inh: inhibitors of human histone lysine methyltransferase G9a | G9a H3K9 monomethylation, AlphaScreen, 2 h | Potency, µM (doses to about 102 µM), without a hit: at the highest dose activity, negative = inhibition, most hits filed as inhibitors | 350,000 tested, 8.8% active | Q96KQ7; note: potency is the fitted concentration of half-maximal effect; % is set by controls: 0 for no effect and ±100 for the full control effect; nearly all actives have a fitted effect of over 75% in size
Target sequence (Q96KQ7 913-1193 limits assumed): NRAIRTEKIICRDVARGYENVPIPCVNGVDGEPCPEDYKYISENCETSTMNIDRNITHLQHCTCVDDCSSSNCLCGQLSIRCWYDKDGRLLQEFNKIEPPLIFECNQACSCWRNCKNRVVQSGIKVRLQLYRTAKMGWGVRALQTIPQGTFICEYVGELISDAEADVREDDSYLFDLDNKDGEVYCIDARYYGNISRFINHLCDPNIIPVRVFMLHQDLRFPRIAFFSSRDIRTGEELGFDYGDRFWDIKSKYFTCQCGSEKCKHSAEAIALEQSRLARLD
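G9a (20 nM) was preincubated 15 min with compound, then reacted 2 h at room temperature with 500 nM biotin-H3K9 peptide and 20 µM SAM. Monomethyl-H3K9 detected by AlphaScreen using anti-H3K9me1 antibody.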
Tb PGK inh: blocks T. brucei phosphoglycerate kinase; P07378; PGK/GAPDH coupled, Kinase-Glo luminescence, 60 min; Potency, µM (series often up to 57.5 µM), without a hit: at the highest dose activity change, negative = inhibition, hits mostly inhibitors; 380,000 tested, 0.043% active; AID 602233; note: potency is the fitted concentration of half-maximal effect; % is set by controls: 0 for no effect and ±100 for the full control effect; nearly all actives have a fitted effect of over 60% in size
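Luminescent ATP detection (Kinase-Glo Plus) follows a 60-minute room-temperature incubation, with wells lacking PGK as controls. Buffer: 100 mM TEA (pH 7.6), 5 mM MgCl2, 0.01% Tween-20. Coupling enzyme GAPDH (100 nM final) supplies unstable 1,3-BPG in-well.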
GLS inhibitor: inhibitors of human glutaminase (GLS) | GLS enzymatic activity, qHTS titration | Potency, µM (titrated, usually from 45.5 µM), without a hit: at the top dose activity change, negative = inhibition, most hits filed as inhibitors | O94925 | 410,000 tested, 0.21% active; note: potency is the fitted concentration of half-maximal effect; % is set by controls: 0 for no effect and ±100 for the full control effect
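Compounds were pin-transferred onto hKGA, after which L-glutamine (1 mM solution) and a detection mix of glutamate oxidase, HRP and Amplex Red were added. Initial and 30 min RT fluorescence reads were collected.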
ERG Ets-DNA blk: ERG Ets/DNA interaction inhibition. Potency, µM (titrated, usually from 76.9 µM), without a hit: top-dose FP activity, negative = inhibition, usual class: inhibitors. P11308. fluorescence polarization, His-ERG Ets domain / labelled DNA. 370,000 tested, 0.028% active. AID 624246; active = well fitted inhibition curve with a large enough effect in the polarisation, with a control signal flat; inconclusive = small, poorly fitted or top-dose-only effect, or effect the other way, or a change in a side signal; inactive = no such curve, though single readings can be large or run the other way; the % refers to the polarisation;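 note: polarization taken with two DNA probes labelled with fluorescein and Texas red; potency is the fitted concentration of half-maximal effect; % of control where 0% means no effect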
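His-tagged ERG Ets domain (1 uM in the protein solution; 300mM KCl, 50mM Tris-HCl, 1mM EDTA, 1mM DTT, pH 7.5) received compound, then a probe mix of 5 nM fluorescein-DNA and 100nM Texas-615-DNA. Fluorescence polarization was read for both dyes.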
JMJD2A Tudor inh: inhibitors of human JMJD2A Tudor domain | O75164 | 390,000 tested, 4.4% active | Potency, µM (top dose mostly 114 µM), for the others: at the top dose activity change, negative = inhibition, actives largely listed as inhibitors | AlphaScreen JMJD2A-Tudor / H3K4me3 peptide binding; note: potency is the fitted concentration of half-maximal effect; % is set by controls: 0 for no effect and ±100 for the full control effect; nearly all actives have a fitted effect of over 50% in size
BAZ2B block: blocks human BAZ2B | AlphaScreen BAZ2B-H3K14Ac peptide displacement | 360,000 tested, 4.4% active | Potency, µM (titrated, usually from 114 µM), without a hit: at the top dose activity change, negative = inhibition, usual class: inhibitors; note: potency is the fitted concentration of half-maximal effect; % is set by controls: 0 for no effect and ±100 for the full control effect; nearly all actives have a fitted effect of over 60% in size
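Complex of BAZ2B and biotin-H3K14Ac (50 nM apiece) forms over 30 min at RT, then faces library compounds up to 110 uM for another 30 min; AlphaScreen beads added, 20 min dark incubation, luminescence read.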
HP1b chromo inh: inhibitors of HP1-beta chromodomain binding to methylated histone tails; P83916; AlphaScreen HP1-beta / biotin-H3K9me3 peptide binding; Potency, µM (doses to about 114 µM), for inactives: at the top dose activity change, negative = inhibition, hits mostly inhibitors; 390,000 tested, 0.56% active; AID 540317; note: potency is the fitted concentration of half-maximal effect; nearly all actives have a fitted effect of over 70% in size; inactives centre near 23
Target sequence (P83916 whole entry, looked up): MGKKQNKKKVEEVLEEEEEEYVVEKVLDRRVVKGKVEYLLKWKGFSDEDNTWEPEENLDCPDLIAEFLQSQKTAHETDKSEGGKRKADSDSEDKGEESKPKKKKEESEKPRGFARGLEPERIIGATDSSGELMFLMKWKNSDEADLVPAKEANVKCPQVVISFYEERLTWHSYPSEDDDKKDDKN
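AlphaScreen: HP1-beta (50 nM) preformed 30 min with biotin-H3(1-18)K9me3 peptide (50 nM) in PBS pH 7.4, 0.01% Tween-20. Compound added for 30 min at RT, then streptavidin donor/nickel chelate acceptor beads (10 ug/mL) for 30 min.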
Pin1 inh: human Pin1 inhibition; Q13526; Pin1 FP peptide displacement, HiFluor488, 10 min; Potency, µM (highest dose often 115 µM), for the others: at the highest dose activity, negative = inhibition, actives largely listed as inhibitors; 390,000 tested, 0.009% active; AID 504891; active = well fitted inhibition curve with a large enough effect in the polarisation, with a control signal flat, not every such curve was filed as active; inconclusive = small, poorly fitted or top-dose-only effect, or effect the other way, or a change in a side signal; inactive = no such curve, though single readings can be large or run the other way; the % refers to the polarisation; note: potency is the fitted concentration of half-maximal effect; % is set by controls: 0 for no effect and ±100 for the full control effect
PI4K2A block: blocks human PI4K2A kinase activity; AID 1346378; Q9BTU6; activity change, negative = inhibition, % at 76.9 µM; purified PI4K2A, ADP-Glo luminescence, 1 h; active compounds read low; 420,000 tested, 0.13% active; in the data active = activity change below about -50%; inconclusive = mostly about -30% to -49%;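 note: -100% = wells without enzyme as full effect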
Target sequence (Q9BTU6 whole entry, looked up): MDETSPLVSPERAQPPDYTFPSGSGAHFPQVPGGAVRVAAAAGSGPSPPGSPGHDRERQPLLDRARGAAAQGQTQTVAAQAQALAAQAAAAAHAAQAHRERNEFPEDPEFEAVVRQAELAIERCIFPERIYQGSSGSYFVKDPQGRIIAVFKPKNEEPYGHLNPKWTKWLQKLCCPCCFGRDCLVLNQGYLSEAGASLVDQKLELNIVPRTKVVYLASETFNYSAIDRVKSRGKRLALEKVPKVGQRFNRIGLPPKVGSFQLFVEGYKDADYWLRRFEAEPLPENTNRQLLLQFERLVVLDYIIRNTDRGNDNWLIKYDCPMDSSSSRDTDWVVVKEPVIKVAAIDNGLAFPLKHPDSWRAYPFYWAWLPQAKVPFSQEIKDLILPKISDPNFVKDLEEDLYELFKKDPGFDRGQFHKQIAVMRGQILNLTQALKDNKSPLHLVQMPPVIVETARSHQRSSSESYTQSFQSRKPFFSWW
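Compounds are screened against recombinant PI4K2A using PI as substrate and ATP, the latter dispensed at 300 microM. Reactions run one hour at ambient temperature before ADP-Glo detection; full inhibition defined by wells lacking enzyme.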
An asterisk follows results filed as active; i = inactive; ? = inconclusive; / = no result given; [ ] = dose if it differs, or a comment. Unless noted, calls come from the whole dose curve; as a rule, active = well fitted curve in the direction sought with a large enough effect; inconclusive = small, poorly fitted or top-dose-only effect, or another doubt; inactive = no such curve, though single readings can be large; an effect the other way counts as inactive or inconclusive. Compounds as they come. Share with any hit: about 11%.

1	O=C1N/C(=N/S(=O)(=O)c2ccccc2)S/C1=C/c1cccnc1
2	CCc1nc(C(N)=O)c2[nH]c(=O)n(-c3ccccc3F)c2n1
3	Cc1ccc(NC(=O)Cn2c(=O)ccc3cc(S(=O)(=O)N4CCC(C)CC4)ccc32)cc1C
4	CCOCCCNC(=O)c1cc2c(=O)n3cccc(C)c3nc2n1C
5	COCCCNC(=O)c1cccc2c(=O)c(C)c(-c3ccccc3)oc12
6	COc1ccc(CCNC(=O)CCOc2ccc(C)cc2)cc1OC
Compound,1,2,3,4,5,6
G9a inh,?,0%[59 µM],-6%[59 µM],-4%,24%,43%[activator]
Tb PGK inh,i,-3%,-2%,-4%,-2%,-5%
GLS inhibitor,9%,-11%,-12%,-8%,4%,-19%
ERG Ets-DNA blk,-4%,-4%,5%,8%,3%,-5%
JMJD2A Tudor inh,-3%,11%,-16%,-2%,-18%,-3%
BAZ2B block,2%,-5%,1%,-1%,12%,15%
HP1b chromo inh,36%,18%,3%[57 µM],36%,22%,36%
Pin1 inh,-13%,-8%,-3%,-12%,-1%,-8%
PI4K2A block,-18,2,1,-2,-1,-1

Fetched one by one from the entries so far (five):
6	COc1ccc(CCNC(=O)CCOc2ccc(C)cc2)cc1OC
2	CCc1nc(C(N)=O)c2[nH]c(=O)n(-c3ccccc3F)c2n1
3	Cc1ccc(NC(=O)Cn2c(=O)ccc3cc(S(=O)(=O)N4CCC(C)CC4)ccc32)cc1C
5	COCCCNC(=O)c1cccc2c(=O)c(C)c(-c3ccccc3)oc12
4	CCOCCCNC(=O)c1cc2c(=O)n3cccc(C)c3nc2n1C
Compound,6,2,3,5,4
G9a inh,43%[activator],0%[59 µM],-6%[59 µM],24%,-4%
Tb PGK inh,-5%,-3%,-2%,-2%,-4%
GLS inhibitor,-19%,-11%,-12%,4%,-8%
ERG Ets-DNA blk,-5%,-4%,5%,3%,8%
JMJD2A Tudor inh,-3%,11%,-16%,-18%,-2%
BAZ2B block,15%,-5%,1%,12%,-1%
HP1b chromo inh,36%,18%,3%[57 µM],22%,36%
Pin1 inh,-8%,-8%,-3%,-1%,-12%
PI4K2A block,-1,2,1,-1,-2

Continued.
7	O=C(Cn1c(=O)nc(-c2ccccc2)c2cc(Cl)ccc21)Nc1ccc(F)c(Cl)c1
8	Cc1ccccc1NC(=O)CSc1nc(O)cc(=O)n1C
9	CCc1nn(CCCC(=O)N2CCc3ccccc3C2)c(=O)c2cc3occc3n12
10	Cc1cc(C)nc(NCCCc2ccccc2)n1
11	COc1ccc2sc(N(CCN(C)C)C(=O)c3cc(Cl)sc3Cl)nc2c1
12	Cc1ccc(S(=O)(=O)N2C(=O)[C@@H]3Cc4ccccc4CN3C2=O)cc1
Compound,7,8,9,10,11,12
G9a inh,-21%[59 µM],-8%,-28%[2.33 µM],19%[59 µM],?,40µM*
Tb PGK inh,-5%,-8%,-2%,/,-5%,i
GLS inhibitor,-9%,4%,8%,15%,3%,38%[activator]
ERG Ets-DNA blk,-3%,6%,-2%,/,-20%,-10%
JMJD2A Tudor inh,-6%,-5%,-17%,1%,-34%,7.9µM*
BAZ2B block,0%,0%,6%,18%,/,-35%
HP1b chromo inh,15%,9%,12%,41%[activator],7%,-17%
Pin1 inh,0%,6%,0%,1%,13%,-2%
PI4K2A block,3,3,13,-1,-2,3

13	COc1ccc(C(CNC(=O)COc2ccccc2)N2CCCCC2)cc1 (centres undefined)
14	CCn1cc(C(=O)N2CCN(c3ccccc3)CC2)c(=O)c2cc(S(=O)(=O)N3CCCC3)ccc21
15	COc1ccc(CNC(=O)Cc2ccc(-c3ccccc3)cc2)cc1OC
16	COc1ccc(N=C2SC(C(=O)N3CCN(c4ccccc4)CC3)CC(=O)N2C)cc1 (centres undefined)
17	COc1ccc(NC(=O)C(c2cc3c(cc2[N+](=O)[O-])OCO3)N(C)Cc2ccccc2)cc1 (centres undefined)
18	O=[N+]([O-])c1cnc2ccccn12
Compound,13,14,15,16,17,18
G9a inh,-5%[59 µM],-36%[59 µM],?,?,79µM*,?
Tb PGK inh,-9%,0%,-9%,1%,-11%,6%
GLS inhibitor,2%,18%,-14%,11%,-1%,-1%
ERG Ets-DNA blk,-6%,3%,10%,-3%,0%,-1%
JMJD2A Tudor inh,-1%,-25%,-10%,-25%,?,-3%
BAZ2B block,-3%,/,-25%,?,?,-7%
HP1b chromo inh,31%,-3%,26%,10%,?,38%
Pin1 inh,-1%,-1%,3%,8%,0%,-2%
PI4K2A block,-1,6,5,1,-1,8

19	CCOC(=O)C1=CN(CC)S(=O)(=O)NC1c1ccc2ccccc2c1 (centres undefined)
20	COc1cccc(CNC(=O)c2ccc(CSc3nc4ccncc4n3Cc3cccc(C)c3)cc2)c1
21	COC(=O)c1coc(-c2ccc(C)cc2)c1C(=O)OC
22	CC(=O)c1ccc(N=C2NC(=O)C(CO)(CO)S2)cc1
23	CCN(Cc1ccncc1)C(=O)CCc1ccccc1
24	CCc1c(C(=O)N2CCN(c3ccccc3F)CC2)[nH]c(C)c1C(C)=O
Compound,19,20,21,22,23,24
G9a inh,/,-9%[59 µM],14%,27%,/,-7%
Tb PGK inh,-8%,i,-7%,-8%,i,-9%
GLS inhibitor,4%,?,-3%,11%,-2%,12%
ERG Ets-DNA blk,4%,12%,-15%,0%,5%,-6%
JMJD2A Tudor inh,-17%,-27%,-5%,-9%,-3%,-18%
BAZ2B block,/,-11%,9%,0%,0%,?
HP1b chromo inh,19%,24%,43%[activator],20%,47%[activator],5%
Pin1 inh,3%,?,0%,-2%,0%,-7%
PI4K2A block,-4,-1,-3,-3,-2,-2

25	O=C(NCc1cccs1)C1CC(=O)N(c2ccccc2)C1 (centres undefined)
26	O=C(CNS(=O)(=O)c1ccc(Cl)cc1)NNC(=O)c1cccnc1
27	O=C(O)CN1CCN(Cc2ccc(F)cc2)C1=O
28	COc1ccc(CCNC(=O)c2cc(-c3ccc(Cl)cc3)on2)cc1OC
29	Cc1ccc(C)c(NC(=O)c2ccccc2O)c1
30	O=C(CCn1c(=O)c2cccn2c2cccnc21)NCc1cccc(Cl)c1
Compound,25,26,27,28,29,30
G9a inh,-20%[59 µM],?,?,-6%[59 µM],17%[59 µM],17%[59 µM]
Tb PGK inh,-8%,3%,3%,-4%,-6%,1%
GLS inhibitor,-1%,0%,13%,-2%,?,2%
ERG Ets-DNA blk,-5%,5%,-9%,5%,7%,-3%
JMJD2A Tudor inh,-7%,2%,-2%,-25%,?,-1%
BAZ2B block,8%,/,-10%,3%,4%,-9%
HP1b chromo inh,38%,40%[activator],3%,26%,-12%,0%
Pin1 inh,4%,-3%,3%,-4%,-11%,1%
PI4K2A block,-3,0,-6,-1,0,5

31	Cc1ccc(NC(=O)c2sc3nc(-c4ccc(F)cc4)cn3c2C)c(C)c1
32	CCOC(=O)c1sc(-c2ccc(C)cc2)c(C#N)c1C
33	CCc1sc(NC(=O)C(C)C)nc1-c1ccccc1
34	CCc1ccc(CC)c(S(=O)(=O)Nc2ccc(O)c(C(=O)O)c2)c1
35	Cc1nc(N2CCCCC2)c2c(-c3cccs3)csc2n1
36	CC(=O)NCCC(=O)Nc1cc(S(=O)(=O)N2CCCCC2)ccc1N1CCCCC1
Compound,31,32,33,34,35,36
G9a inh,5%[59 µM],40µM*,?,-31%[59 µM],17%[59 µM],6%[12.7 µM]
Tb PGK inh,-10%,-8%,-7%,10%,i,-2%
GLS inhibitor,0%,15%,-5%,29%,-2%,1%
ERG Ets-DNA blk,-10%,1%,-15%,3%,14%,2%
JMJD2A Tudor inh,-16%,3%,-8%,-27%,36%[activator],-11%
BAZ2B block,2%,12%,?,-9%,-34%,4%
HP1b chromo inh,21%[57 µM],-10%,14%,19%,70%[activator],29%
Pin1 inh,-2%,1%,-6%,-18%,-1%,2%
PI4K2A block,0,2,-4,3,-1,-1

37	C=Cc1ccc(Cn2c(C(=O)O)c(CNC3CCCCC3)c3ccc(C)cc32)cc1
38	Clc1cccc(-c2ccc(CNCc3ccccn3)o2)c1
39	CC1CCc2sc(C(=O)NCCCn3ccnc3)cc2C1 (centres undefined)
40	Cc1cccc(OCC(=O)Nc2ccccc2N2CCCCC2)c1
41	O=C(O)/C=C/C(=O)Nc1ccccc1SC(F)(F)C(F)(F)C(F)(F)F
42	CC1CN(C(=O)c2cc3c(s2)CCC3)CC(C)O1 (centres undefined)
43	CN(Cc1ccccc1)c1nc2c(S(=O)(=O)c3ccccc3)nnn2c2ccsc12
44	Cc1ccc2cc(CN(C(=O)c3ccncc3)C(C)C)c(=O)[nH]c2c1
45	CCOc1ccc(-n2c(SCC(=O)N3CCc4ccccc43)nc3c([nH]c4ccccc43)c2=O)cc1
Compound,37,38,39,40,41,42,43,44,45
G9a inh,?,20µM*,/,54%[activator][59 µM],45µM*,10%[2.33 µM],-15%[59 µM],3%,6%[59 µM]
Tb PGK inh,6%,0%,-3%,-2%,i,/,i,-6%,i
GLS inhibitor,17%,1%,-5%,-3%,7%,2%,-6%,12%,-15%
ERG Ets-DNA blk,2%,1%,-23%,-9%,13%,/,0%,-4%,6%
JMJD2A Tudor inh,-14%,56µM*,-29%,67%[activator],?,-7%,-10%,0%,-14%
BAZ2B block,-12%,22µM*,?,52%[activator],-19%,18%,-10%,-2%,3%
HP1b chromo inh,21%,-16%,18%,191%[activator],28%,21%,50%[activator],31%,14%[57 µM]
Pin1 inh,-8%,-1%,2%,3%,-6%,0%,-1%,3%,-1%
PI4K2A block,-4,15,0,1,-7,-7,2,-5,0

Screens from PubChem.
